Ec RNAP inh: E. coli RNAP inhibitors, biochemical; E. coli RNA polymerase, fluorescence transcription assay; inhibition, %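 (tested at 10 µM)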; 0.2% of 62,000 active; AID 559, 2006; in the data active = inhibition above about 20%;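 note: 0% = enzyme without compound and 100% = no enzyme blank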
Cathepsin G inh: human cathepsin G inhibitors, primary screen, biochemical, pooled compound mixtures, AMC fluorescence; purified enzyme, AMC-tetrapeptide fluorescence; inhibition, % at 5 µM (by protocol); 0.2% of 62,000 active; AID 581, 2007;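 active = inhibition above 20% in each of the two mixture wells holding the compound; inactive = inhibition of 20% or less in either well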;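 note: 0% = enzyme control without mixture and 100% = blank lacking enzyme; strong numbers were not always called active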
Target sequence (P08311 21-244 limits assumed): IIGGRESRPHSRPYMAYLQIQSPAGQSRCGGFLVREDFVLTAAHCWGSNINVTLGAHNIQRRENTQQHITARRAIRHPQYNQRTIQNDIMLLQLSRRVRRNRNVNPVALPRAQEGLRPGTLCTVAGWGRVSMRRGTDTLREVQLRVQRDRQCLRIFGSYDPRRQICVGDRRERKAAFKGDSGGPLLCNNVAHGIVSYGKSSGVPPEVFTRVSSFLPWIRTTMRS
C1s block: complement C1s protease inhibitors, primary screen, biochemical, 10-compound mixtures. purified C1s, fluorogenic AMC substrate, pooled mixtures. 0.16% of 62,000 active. Complement C1s subcomponent (Homo sapiens), P09871. mean inhibition % of two 10-compound mixtures (stronger effect = higher value), % at 5 µM (by protocol);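 active = inhibition above 20% in each of the two 10-compound mixture wells holding the compound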;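 note: 0% = enzyme wells lacking compound mixture and 100% = no-enzyme blank wells; some compounds called inactive have numbers as strong as hits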
AP complement: alternative complement pathway inhibitors, primary screen, biochemical, ELISA, human serum, orthogonally pooled compounds | LPS-coated ELISA, C3 deposition; tested in compound mixtures | inhibition, % at 5 µM | 0.08% of 62,000 active | AID 1235, 2008;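 active = inhibition above 30% in each of the two pooled mixtures holding the compound, so the lower value exceeds 30%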;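 note: 0% = serum in Mg-EGTA without compound and 100% = EDTA serum blank; some compounds past the cut are filed as inactive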
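Test system: human serum complement alternative pathway, C3 deposition onto LPS / Medium: Mg2+-EGTA GVB++ buffer containing human serum at 1:15 dilution / Probe or stimulus: Plate-bound LPS / Times: 1 h at 37 °C / Signal: ELISA with HRP anti-human C3 antibody, TMB substrate, absorbance 450 nm / Measure: percent inhibition / Repeats: two pool placements per compound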
FXIa inh mix: FXIa protease inhibitors in compound pools, primary screen, biochemical, 10-compound mixtures; 0.19% of 62,000 active; Coagulation factor XI (Homo sapiens), P03951; inhibition, % at 5 µM; purified FXIa, fluorogenic substrate, pooled mixtures; AID 680, 2007; in the data active = inhibition above about 20%, passing the limit was not always enough;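 note: each value is inhibition by a whole ten-compound pool holding the compound; 0% = enzyme with no mixture and 100% = wells lacking enzyme; strong numbers were not always called active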
Target sequence (P03951 19-387 limits assumed): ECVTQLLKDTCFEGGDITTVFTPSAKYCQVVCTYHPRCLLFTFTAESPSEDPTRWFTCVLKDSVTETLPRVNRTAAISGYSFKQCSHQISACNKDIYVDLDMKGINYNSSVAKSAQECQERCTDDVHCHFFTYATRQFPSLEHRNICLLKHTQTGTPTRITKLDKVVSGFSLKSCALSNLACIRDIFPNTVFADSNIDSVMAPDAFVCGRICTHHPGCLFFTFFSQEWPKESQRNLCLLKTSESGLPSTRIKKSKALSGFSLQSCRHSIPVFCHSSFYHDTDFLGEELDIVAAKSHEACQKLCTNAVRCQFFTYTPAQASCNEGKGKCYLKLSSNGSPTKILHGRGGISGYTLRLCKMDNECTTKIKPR
Target sequence (P03951 388-625 limits assumed): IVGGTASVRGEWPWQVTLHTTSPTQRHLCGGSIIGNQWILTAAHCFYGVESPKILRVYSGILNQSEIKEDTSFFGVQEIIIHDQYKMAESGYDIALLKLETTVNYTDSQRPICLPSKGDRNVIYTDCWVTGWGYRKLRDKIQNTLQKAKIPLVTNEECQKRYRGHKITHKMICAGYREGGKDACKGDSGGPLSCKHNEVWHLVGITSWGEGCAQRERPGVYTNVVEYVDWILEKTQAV
CatS inh: inhibitors of human cathepsin S, biochemical, compound mixtures. 0.06% of 62,000 active. inhibition, %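 (tested at 5 µM per compound within 10-compound mixtures)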. recombinant cathepsin S, AMC dipeptide fluorescence, pooled mixtures; in the data active = inhibition above about 32%, passing the limit was not always enough; inconclusive = no clear call, values can overlap the other calls;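 note: 0% = enzyme without compound and 100% = blank without enzyme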
Target sequence (P25774 115-331 limits assumed): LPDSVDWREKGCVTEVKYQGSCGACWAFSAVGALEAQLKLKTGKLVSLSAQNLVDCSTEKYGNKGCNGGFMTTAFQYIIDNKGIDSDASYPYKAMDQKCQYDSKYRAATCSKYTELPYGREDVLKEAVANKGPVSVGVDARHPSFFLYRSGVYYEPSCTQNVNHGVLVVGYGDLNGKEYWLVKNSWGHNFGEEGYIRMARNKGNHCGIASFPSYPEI
CatB block: human cathepsin B inhibitors, primary screen, biochemical, fluorogenic substrate; 0.1% of 63,000 active; AID 453, 2006; inhibition, %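 (tested at 10 µM)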; purified cathepsin B, fluorescence; P07858; in the data active = inhibition above about 21%;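 note: 0% = enzyme with no compound and 100% = no enzyme blank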
CatL block: inhibitors of human cathepsin L, biochemical; inhibition, %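 (tested at 10 µM)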; purified cathepsin L, fluorogenic substrate, fluorescence; Procathepsin L (Homo sapiens), P07711; 0.17% of 58,000 active; in the data active = inhibition above about 45%;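 note: 0% = enzyme with no compound and 100% = no enzyme blank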
CatB mix inh: cathepsin B inhibitors from pooled compounds, primary screen, biochemical, compound mixtures, AMC fluorescence; 0.06% of 62,000 active; AID 488, 2006; Purified cathepsin B, AMC dipeptide fluorescence; inhibition, %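 (ten-compound pools at 5 µM per compound and 50 µM total)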; in the data active = inhibition above about 22%, passing the limit was not always enough; inconclusive = no clear call, values can overlap the other calls;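 note: 0% = enzyme without compound and 100% = no enzyme blank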
* hit, by the source's call.

Results for O=S(=O)(c1cccc(C(F)(F)F)c1)N(CCCN1CCOCC1)Cc1cccs1 ?
Ec RNAP inh: 8; Cathepsin G inh: 8; C1s block: 4; AP complement: 15; FXIa inh mix: 8; CatS inh: -4; CatB block: 2; CatL block: -1; CatB mix inh: 2

Results for O=C(CCC(=O)NC1CCN(Cc2ccccc2)CC1)NCc1ccco1 ?
Ec RNAP inh: 1; Cathepsin G inh: 6; C1s block: -22; AP complement: 30; FXIa inh mix: -2; CatS inh: 0; CatB block: 2; CatL block: 18; CatB mix inh: 2

What do the screens show for `COc1ccc(CN(CC(=O)NCC2CCCO2)C(=O)CCC(=O)Nc2cc(C)ccn2)cc1` (centres undefined)?
Ec RNAP inh: 4; Cathepsin G inh: 8; C1s block: 4; AP complement: 12; FXIa inh mix: 5; CatS inh: -7; CatB block: -2; CatL block: -14; CatB mix inh: 1

Results for Cc1ccc(S(=O)(=O)NC(C)C(=O)Nc2ccc(C(N)=O)cc2)cc1 (centres undefined) ?
Ec RNAP inh: 7; Cathepsin G inh: -2; C1s block: -5; AP complement: -2; FXIa inh mix: 1; CatS inh: 14; CatB block: 13; CatL block: 8; CatB mix inh: 7

Results for COC1CCCCC1NS(=O)(=O)c1ccc(Cl)cc1 (centres undefined) ?
Ec RNAP inh: 8; Cathepsin G inh: 12; C1s block: 18; AP complement: 9; FXIa inh mix: 9; CatS inh: 15; CatB block: -1; CatL block: 9; CatB mix inh: 6

How did COc1ccccc1C(=O)N1CCN(C(=O)COc2cccc(C)c2)CC1 do in these assays?
Ec RNAP inh: 10; Cathepsin G inh: -2; C1s block: -11; AP complement: 5; FXIa inh mix: 0; CatS inh: 11; CatB block: -1; CatL block: 4; CatB mix inh: 7

Results for CC1=C(C(=O)Nc2ccccc2)C(c2ccc3c(c2)OCO3)C2=C(CCCC2=O)N1 (centres undefined) ?
Ec RNAP inh: 8; Cathepsin G inh: 10; C1s block: 0; AP complement: -6; FXIa inh mix: 8; CatS inh: 3; CatB block: 1; CatL block: 5; CatB mix inh: 2

What do the screens show for `O=C(COc1ccc(Cl)cc1)NCc1nnc(SCC(=O)NCc2ccc3c(c2)OCO3)o1`?
Ec RNAP inh: -3; Cathepsin G inh: -28; C1s block: -167; AP complement: 7; FXIa inh mix: 10; CatS inh: -42; CatB block: 2; CatL block: -4; CatB mix inh: -17

How did Cn1c(CSc2ccccc2)c(C#N)c2ccccc21 do in these assays?
Ec RNAP inh: 9; Cathepsin G inh: -11; C1s block: -76; AP complement: 5; FXIa inh mix: -9; CatS inh: 0; CatB block: -5; CatL block: -1; CatB mix inh: -2

Results for Cn1c(=O)n(C)c2cc(CNc3ccc(N4CCOCC4)c(C(=O)O)c3)ccc21 ?
Ec RNAP inh: -4; Cathepsin G inh: 0; C1s block: 1; AP complement: 0; FXIa inh mix: 11; CatS inh: -16; CatB block: 1; CatL block: 5; CatB mix inh: 0

What do the screens show for `COc1cccc(NC(=O)CN2CCN(c3ccccc3F)CC2)c1`?
Ec RNAP inh: -8; Cathepsin G inh: 2; C1s block: -10; AP complement: 10; FXIa inh mix: 4; CatS inh: -10; CatB block: -4; CatL block: 0; CatB mix inh: -4

How did COC(=O)C1CCN(C(=O)COc2cc3sc(C)nc3c3sccc23)CC1 do in these assays?
Ec RNAP inh: -3; Cathepsin G inh: 8; C1s block: 5; AP complement: 15; FXIa inh mix: 2; CatS inh: -6; CatB block: -1; CatL block: 0; CatB mix inh: 4

What do the screens show for `COc1ccc2occ(C(=O)c3ccc(N=C(C)N(C)C)cc3)c2c1`?
Ec RNAP inh: 2; Cathepsin G inh: -7; C1s block: -20; AP complement: -13; FXIa inh mix: 6; CatS inh: 16; CatB block: 1; CatL block: 1; CatB mix inh: 0

How did Cn1c(N)c(C(=O)COC(=O)Cc2ccsc2)c(=O)n(C)c1=O do in these assays?
Ec RNAP inh: 8; Cathepsin G inh: 34; C1s block: 1; AP complement: 1; FXIa inh mix: 10; CatS inh: -7; CatB block: -3; CatL block: 3; CatB mix inh: 0

How did COc1ccccc1-n1c(SCC(=O)N2CCOCC2)nc(O)c(Cc2ccccc2)c1=O do in these assays?
Cathepsin G inh: -7; C1s block: -14; AP complement: -1; FXIa inh mix: 3; CatS inh: 9; CatB block: 0; CatL block: 2; CatB mix inh: -2

How did CC(Sc1nc2ccccc2o1)C(=O)O (centres undefined) do in these assays?
Ec RNAP inh: 4; Cathepsin G inh: 4; C1s block: -23; AP complement: 8; FXIa inh mix: -9; CatS inh: 2; CatB block: 1; CatL block: 28; CatB mix inh: -1

What do the screens show for `COc1ccc(-c2csc(N(CCCN(C)C)C(=O)c3cccs3)n2)cc1`?
Ec RNAP inh: 4; Cathepsin G inh: 10; C1s block: 5; AP complement: 8; FXIa inh mix: 7; CatS inh: -6; CatB block: 2; CatL block: 7; CatB mix inh: 3

How did CC(C)C(NC(=O)C1CCCCC1)C(=O)N1CCN(c2ccc(F)cc2)CC1 (centres undefined) do in these assays?
Ec RNAP inh: 4; Cathepsin G inh: -14; C1s block: -100; AP complement: 0; FXIa inh mix: -9; CatS inh: 4; CatB block: 3; CatL block: 13; CatB mix inh: 0

What do the screens show for `CCCn1c(SCCN2C(=O)c3ccccc3C2=O)n[nH]c1=O`?
Ec RNAP inh: -4; Cathepsin G inh: 34; C1s block: 27; AP complement: 15; FXIa inh mix: 5; CatS inh: -3; CatB block: 1; CatL block: 3; CatB mix inh: 3

What do the screens show for `CCOc1ccc(S(=O)(=O)N(C)c2ccc(OCC(=O)Nc3ccc4[nH]c(=O)[nH]c4c3)cc2)cc1`?
Ec RNAP inh: 4; Cathepsin G inh: 11; C1s block: 16; AP complement: 13; FXIa inh mix: 10; CatS inh: -2; CatB block: 3; CatL block: -1; CatB mix inh: 5

How did O=C(CS(=O)(=O)Cc1ccccc1)N1CCN(Cc2ccc3c(c2)OCO3)CC1 do in these assays?
Ec RNAP inh: 2; Cathepsin G inh: 3; C1s block: 2; AP complement: 6; FXIa inh mix: 6; CatS inh: 0; CatB block: -6; CatL block: -27; CatB mix inh: 1

Results for O=C(Nc1ccc(S(=O)(=O)NC2CCCCC2)cc1)c1ccc(Br)o1 ?
Ec RNAP inh: 0; Cathepsin G inh: -3; C1s block: 2; AP complement: 0; FXIa inh mix: 10; CatS inh: 22; CatB block: 9; CatL block: 6; CatB mix inh: 2

What do the screens show for `Cc1c(NS(=O)(=O)N2CCCC2)c(=O)n(-c2ccccc2)n1C`?
Ec RNAP inh: 2; Cathepsin G inh: 8; C1s block: 10; AP complement: 3; FXIa inh mix: 8; CatS inh: 2; CatB block: 6; CatL block: 14; CatB mix inh: 7

How did O=C(c1csc2c1CCCC2)N1CCCCC1 do in these assays?
Ec RNAP inh: 13; Cathepsin G inh: -9; C1s block: 0; AP complement: 6; FXIa inh mix: 5; CatS inh: 11; CatB block: 2; CatL block: 6; CatB mix inh: 5

What do the screens show for `Cc1cc(C(=O)NCCCN2CCN(C3CCCCC3)CC2)n(-c2ccccc2)n1`?
Ec RNAP inh: -3; Cathepsin G inh: -14; C1s block: -22; AP complement: -8; FXIa inh mix: -2; CatS inh: 17; CatB block: 2; CatL block: 15; CatB mix inh: 7

How did COc1ccc(CN(Cc2cc3cc(C)ccc3[nH]c2=O)C(=O)N(C)C)cc1 do in these assays?
Ec RNAP inh: -9; Cathepsin G inh: 1; C1s block: 0; AP complement: 13; FXIa inh mix: 10; CatS inh: -3; CatB block: -2; CatL block: -2; CatB mix inh: -7

Results for O=C(NCc1cccs1)c1ccc(Cl)s1 ?
Ec RNAP inh: 9; Cathepsin G inh: 9; C1s block: 3; AP complement: 11; FXIa inh mix: 4; CatS inh: 0; CatB block: 3; CatL block: 6; CatB mix inh: 3

What do the screens show for `Cc1c(C(=O)Nc2nnc(C(F)(F)F)s2)oc2ccccc12`?
Ec RNAP inh: 6; Cathepsin G inh: 6; C1s block: 15; AP complement: 4; FXIa inh mix: 8; CatS inh: -1; CatB block: 1; CatL block: -2; CatB mix inh: 1

What do the screens show for `Cc1ccc(O)c(C2=NOC(O)(C(F)(F)C(F)F)C2)c1` (centres undefined)?
Ec RNAP inh: -10; Cathepsin G inh: -3; C1s block: -5; AP complement: 17; FXIa inh mix: 3; CatS inh: -7; CatB block: -2; CatB mix inh: -2

Results for CS(=O)(=O)N1CCC(C(=O)Nc2ccccc2Sc2ccccc2)CC1 ?
Ec RNAP inh: 9; Cathepsin G inh: 1; C1s block: -3; AP complement: 2; FXIa inh mix: 5; CatS inh: 15; CatB block: 6; CatL block: 20; CatB mix inh: 5

What do the screens show for `CC1=CCC2C(=O)N(c3nc(C)cc(C)n3)C(=O)C2C1` (centres undefined)?
Ec RNAP inh: 9; Cathepsin G inh: 3; C1s block: 2; AP complement: 10; FXIa inh mix: 8; CatS inh: 7; CatB block: -2; CatL block: 5; CatB mix inh: 8

What do the screens show for `COc1ccc(S(=O)(=O)N(CC(=O)N2CCN(C)CC2)c2ccccc2)cc1OC`?
Ec RNAP inh: 1; Cathepsin G inh: 9; C1s block: 16; AP complement: 18; FXIa inh mix: 8; CatS inh: 4; CatB block: 4; CatL block: 4; CatB mix inh: 4

Results for O=C(CN1CCN(c2ccccc2)CC1)Nc1ccc(-n2cnnn2)cc1 ?
Ec RNAP inh: 10; Cathepsin G inh: 9; C1s block: 7; AP complement: 2; FXIa inh mix: 9; CatS inh: 14; CatB block: 5; CatL block: 10; CatB mix inh: 2

How did O=C(NCc1ccc(F)cc1)c1c(O)c2cccc3c2n(c1=O)CCC3 do in these assays?
Ec RNAP inh: 0; Cathepsin G inh: 9; C1s block: 8; AP complement: 24; FXIa inh mix: 4; CatS inh: -4; CatB block: 2; CatL block: -12; CatB mix inh: 2

What do the screens show for `Cc1ccc(OCCN2CCCCCC2)c(C)c1`?
Ec RNAP inh: 5; Cathepsin G inh: 5; C1s block: -7; AP complement: 3; FXIa inh mix: 3; CatS inh: -4; CatB block: 1; CatL block: 7; CatB mix inh: 1

How did O=C1CCSc2cccc3cccc(c23)N1 do in these assays?
Ec RNAP inh: 2; Cathepsin G inh: 9; C1s block: 15; AP complement: 2; FXIa inh mix: 6; CatS inh: 10; CatB block: 7; CatB mix inh: 3

Results for O=C(CC(c1ccco1)C1CCCCC1=O)c1ccco1 (centres undefined) ?
Ec RNAP inh: 6; Cathepsin G inh: 14; C1s block: 14; AP complement: 22; FXIa inh mix: 5; CatS inh: inconclusive; CatB block: 3; CatL block: -1; CatB mix inh: 8

How did Cc1cc(C)c(C)c(OCC(=O)NCCN(C)C)c1 do in these assays?
Ec RNAP inh: 14; Cathepsin G inh: 5; C1s block: -9; AP complement: -1; FXIa inh mix: 10; CatS inh: -1; CatB block: 2; CatL block: 28; CatB mix inh: -1

How did Cc1cccc(N2CCN(C(c3ccccc3)c3nnnn3CC3CCCO3)CC2)c1C (centres undefined) do in these assays?
Ec RNAP inh: 8; Cathepsin G inh: 7; C1s block: 14; AP complement: 2; FXIa inh mix: 2; CatS inh: 6; CatB block: 7; CatL block: 9; CatB mix inh: 6

Screening results from PubChem BioAssay.

This is a subset, so the mix of outcomes need not match the whole.
